Assay outcomes (PubChem BioAssay)
E coli Lon inh – inhibits E. coli Lon protease. P0A9M0. purified E. coli Lon protease, fluorescence polarization. inhibition, % at 7.94 µM. actives 0.42% (n = 360,000); in the data active = inhibition above about 13%, passing the limit was not always enough;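 note: 0% = enzyme with probe and DMSO and 100% = no enzyme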
Target sequence (P0A9M0 whole entry, looked up): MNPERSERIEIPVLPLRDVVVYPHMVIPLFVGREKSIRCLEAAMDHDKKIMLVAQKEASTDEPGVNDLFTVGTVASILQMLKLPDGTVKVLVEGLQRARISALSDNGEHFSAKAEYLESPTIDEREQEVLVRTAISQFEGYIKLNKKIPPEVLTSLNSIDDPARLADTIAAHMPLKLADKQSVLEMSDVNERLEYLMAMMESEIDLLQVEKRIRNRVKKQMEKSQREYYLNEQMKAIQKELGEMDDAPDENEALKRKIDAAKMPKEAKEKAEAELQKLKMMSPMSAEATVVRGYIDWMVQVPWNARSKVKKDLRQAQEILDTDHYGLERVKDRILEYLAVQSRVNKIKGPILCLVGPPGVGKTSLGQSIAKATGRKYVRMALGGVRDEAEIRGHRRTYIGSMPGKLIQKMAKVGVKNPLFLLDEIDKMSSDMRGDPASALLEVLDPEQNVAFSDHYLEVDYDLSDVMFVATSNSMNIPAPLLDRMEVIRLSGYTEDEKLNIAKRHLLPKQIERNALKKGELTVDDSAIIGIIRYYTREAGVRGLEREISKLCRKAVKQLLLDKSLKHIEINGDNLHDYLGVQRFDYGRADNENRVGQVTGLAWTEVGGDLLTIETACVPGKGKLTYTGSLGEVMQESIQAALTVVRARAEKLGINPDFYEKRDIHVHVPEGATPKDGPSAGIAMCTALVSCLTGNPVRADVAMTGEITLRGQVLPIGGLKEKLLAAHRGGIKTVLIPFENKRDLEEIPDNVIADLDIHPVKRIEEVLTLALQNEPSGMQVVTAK
MsrA inhibitor – inhibits bovine methionine sulfoxide reductase A; purified bovine MsrA, absorbance read-out; inhibition, % at 15.5 µM; actives 0.75% (n = 360,000); in the data active = inhibition above about 4.5%;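 note: 0% = vehicle wells with enzyme and 100% = reference inhibitor wells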
TbMetRS inhib – blocks T. brucei methionyl-tRNA synthetase activity | inhibition, % at 11.9 µM | AID 624268 | actives 0.4% (n = 360,000) | purified T. brucei MetRS, ATP depletion, Kinase-Glo luminescence;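 active = inhibition above a per-plate cutoff of the control wells' mean inhibition plus 3 SD, cut at about 5.5% in these data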;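 note: 0% = DMSO wells median and 100% = median of wells with control inhibitor compound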
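Material: T. brucei methionyl-tRNA synthetase, purified; reagent: substrates ATP, L-methionine and bulk Escherichia coli tRNA; dosing: 11.9 µM single point; timing: 15 min plus 2 h at 25 °C; detection: luminescence of leftover ATP; evaluation: % inhibition; control set: DMSO-only wells as low control; replicates: singlicate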
MT1-MMP act inh – MT1-MMP (human) activation inhibition; AID 651647; P50281; HT1080 RFP-PRO-GFP cells, GFP/RFP ratio fluorescence, overnight; percent of plate control window, DMSO zero; GFP/RFP ratio change, % at 20 µM; actives 0.061% (n = 360,000);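 active = GFP/RFP ratio change of at least 30% with cell ATP level not reduced by more than half and red fluorescence within 50% of control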; note: strong numbers were not always called active
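Read-out: GFP/RFP fluorescence ratio; Test system: RFP-PRO-GFP reporter HT1080 cells; Compound dosing: single-point 20 µM compound, 1% DMSO; Times: overnight compound exposure at 37 °C.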
NRP1-CendR mod – alters CendR peptide binding to human NRP-1; O14786; FAM-RPARPAR peptide binding to NRP-1, fluorescence polarization; inhibition, % at 25 µM; actives 0.85% (n = 360,000);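 active = inhibition or corrected inhibition above about 18%, plus a signal ratio from 0.5 to 1.5, limit read from the data, passing the limit was not always enough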; note: strong numbers were not always called active
MLLE-PAM2 inh – inhibitors of microRNA-mediated deadenylation, human PABP1 MLLE binding | actives 0.36% (n = 360,000) | inhibition, % at 20 µM | AID 588489 | GST-MLLE / FITC-PAM2 fluorescence polarization; in the data active = inhibition above about 35%, passing the limit was not always enough;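 note: plate controls were DMSO wells with GST-MLLE for no effect and wells lacking GST-MLLE protein for full effect; some results filed as inactive read as strong as hits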
SKN-1 block – C. elegans SKN-1 inhibition. C. elegans VP596 Pgst-4::GFP/RFP ratio, acrylamide-induced, 24 h. inhibition, % at 21.8 µM. actives 0.49% (n = 360,000). AID 624304;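 active = interference check ratio from 0.5 to 1.5 plus GFP to RFP signal ratio inhibition reaching or exceeding a fixed threshold, cut at about 30% in these data, passing the limit was not always enough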; note: some compounds called inactive have numbers as strong as hits
bovine MsrA act – activates bovine MsrA enzyme | AID 602163 | purified bovine MsrA, absorbance read-out | activation, % at 10.6 µM | actives 0.3% (n = 360,000); in the data active = activation above about 7.5%;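 note: 0% = vehicle and 100% = reference activator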
FAS TE block – blocks the thioesterase domain of human fatty acid synthase; P49327; recombinant FAS-TE, OMFH fluorogenic substrate, fluorescence endpoint; inhibition, % at 15 µM; actives 0.67% (n = 360,000); AID 602261;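 active = compounds whose normalised, plate-corrected inhibition of enzyme fluorescence in the single-dose primary screen is 50% or more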;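 note: 0% = DMSO with enzyme and 100% = substrate without enzyme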
Numbers without * were called inactive; . = no result given.

SMILES | E coli Lon inh | MsrA inhibitor | TbMetRS inhib | MT1-MMP act inh | NRP1-CendR mod | MLLE-PAM2 inh | SKN-1 block | bovine MsrA act | FAS TE block
C/C=C1/CN2[C@@H]3C4CO[C@@H]3c3c([nH]c5cc(OC)ccc35)[C@@H]2CC14 (some centres not stated) | 5 | -0.1 | 0.3 | -5 | -2 | -13 | 7 | -2 | -6
COc1cc2c3cc1Oc1cc(ccc1O)C[C@@H]1c4c(cc(OC)c(O)c4Oc4ccc(cc4)C[C@H]3N(C)CC2)CCN1C | -6 | -0.7 | 0.4 | 2 | -2 | -11 | -8 | -1 | -2
Nc1ccc(C2(c3ccc(N)cc3)c3ccccc3-c3ccccc32)cc1 | -7 | 2.1 | -0.8 | 4 | 3 | 1 | 3 | -11 | 23
COC(=O)C1=C(c2ccc(OC)c(OC)c2)C[C@@H]2CC[C@H]1N2C(=O)N1CCOCC1 | -4 | -0.5 | -0.1 | 4 | 5 | 4 | 10 | 0 | -12
CN(C)P(=O)(NC(=O)c1cccn1C)N(C)C | 4 | 1.0 | -0.4 | 4 | -5 | 4 | 3 | -1 | -1
COc1ccc(CCNCc2ccc(OC)c(OC)c2OC)cc1 | -5 | 0.6 | -0.6 | 14 | 3 | -4 | 11 | -2 | -5
C[C@@H]1CN([C@H](C)CO)C(=O)CCCn2cc(nn2)CO[C@H]1CN(C)C(=O)Oc1cccc2ccccc12 | 5 | 0.5 | -1.9 | 1 | -10 | 7 | -21 | -12 | -6
Cc1cc(NC(=O)COC(=O)c2c(C)nn(Cc3ccccc3Cl)c2C)no1 | 0 | 0.3 | -0.1 | -4 | 0 | -6 | 15 | 1 | -5
C/C(=N\N1CCCCCC1)c1c(O)n(-c2ccc(C)cc2)c(=O)[nH]c1=O | -3 | 0.1 | -0.9 | 4 | -9 | 1 | -9 | -11 | -6
CC(C)n1c(O)c(C2c3cc(Cl)ccc3Oc3[nH]c(=O)n(C(C)C)c(=O)c32)c(=O)[nH]c1=O (configuration not stated) | -12 | . | -0.1 | -34 | -20 | 26 | -11 | -3 | -4
COc1ccc2c3c1OC1[C@H](O)CCC4[C@@H](C2)N(C)CC[C@]314 (some centres not stated) | -9 | -1.2 | -0.7 | -6 | 7 | 7 | 3 | -3 | -1
Cc1ccc(N)c(C)c1 | -5 | -0.1 | -0.3 | 1 | -4 | -5 | -7 | -3 | -2
CC1(C)C[C@H]2C=C(C=O)[C@]3(C=O)C[C@]3(C)[C@H]2C1 | 2 | -0.4 | -0.2 | -10 | -75 | 7 | 8 | -2 | 3
O=P(NS(=O)(=O)c1ccccc1)(Oc1ccccc1)Oc1ccccc1 | -1 | 1.4 | 0.5 | 9 | -7 | 2 | 6 | 1 | -8
Cc1ccccc1-n1c(O)c(C=NCCN2CCOCC2)c(=O)[nH]c1=O | 6 | -0.1 | -1.0 | 0 | 9 | 9 | -42 | -6 | -7
CCCCOc1nc2ccccc2c(=O)n1-c1ccccc1 | -1 | -0.9 | 0.5 | -2 | 14 | 13 | 10 | -3 | 16
CN1CCN(C(=O)COc2ccc3ccccc3c2Br)CC1 | 1 | 0.5 | -0.5 | 5 | 2 | 0 | 7 | -1 | -5
NS(=O)(=O)c1ccc(N=Cc2c(O)n(-c3ccccc3)c(=O)[nH]c2=O)cc1 | -21 | 3.5 | 0.2 | -3 | -13 | -33 | 5 | -6 | -3
CCC(C)n1c(O)c(C=NCCN2CCOCC2)c(=O)[nH]c1=S (configuration not stated) | 3 | 1.6 | -1.9 | -4 | -13 | 3 | -3 | -10 | -8
CC(=O)N1CCN(c2ccc([N+](=O)[O-])cc2C=C2C(=O)NC(=O)NC2=O)CC1 | 1 | 1.1 | 0.8 | 4 | 0 | 3 | 7 | -4 | -9

An excerpt of these results, with two lines to a compound.
Each structure is followed by: E coli Lon inh, MsrA inhibitor, TbMetRS inhib, MT1-MMP act inh, NRP1-CendR mod, MLLE-PAM2 inh, SKN-1 block, bovine MsrA act, FAS TE block
COC(=O)C1=C(c2ccc(OC)c(OC)c2)C[C@@H]2CC[C@H]1N2C(=O)N1CCOCC1
 : -4, -0.5, -0.1, 4, 5, 4, 10, 0, -12
CN(C)P(=O)(NC(=O)c1cccn1C)N(C)C
 : 4, 1.0, -0.4, 4, -5, 4, 3, -1, -1

The listing picks up, repeating the 7 entries before the break.
SMILES | E coli Lon inh | MsrA inhibitor | TbMetRS inhib | MT1-MMP act inh | NRP1-CendR mod | MLLE-PAM2 inh | SKN-1 block | bovine MsrA act | FAS TE block
O=P(NS(=O)(=O)c1ccccc1)(Oc1ccccc1)Oc1ccccc1 | -1 | 1.4 | 0.5 | 9 | -7 | 2 | 6 | 1 | -8
Cc1ccccc1-n1c(O)c(C=NCCN2CCOCC2)c(=O)[nH]c1=O | 6 | -0.1 | -1.0 | 0 | 9 | 9 | -42 | -6 | -7
CCCCOc1nc2ccccc2c(=O)n1-c1ccccc1 | -1 | -0.9 | 0.5 | -2 | 14 | 13 | 10 | -3 | 16
CN1CCN(C(=O)COc2ccc3ccccc3c2Br)CC1 | 1 | 0.5 | -0.5 | 5 | 2 | 0 | 7 | -1 | -5
NS(=O)(=O)c1ccc(N=Cc2c(O)n(-c3ccccc3)c(=O)[nH]c2=O)cc1 | -21 | 3.5 | 0.2 | -3 | -13 | -33 | 5 | -6 | -3
CCC(C)n1c(O)c(C=NCCN2CCOCC2)c(=O)[nH]c1=S (configuration not stated) | 3 | 1.6 | -1.9 | -4 | -13 | 3 | -3 | -10 | -8
CC(=O)N1CCN(c2ccc([N+](=O)[O-])cc2C=C2C(=O)NC(=O)NC2=O)CC1 | 1 | 1.1 | 0.8 | 4 | 0 | 3 | 7 | -4 | -9
Cc1cccc(-n2c(CN3C(=O)c4ccccc4C3=O)nc3ccccc3c2=O)n1 | 2 | -0.4 | -0.5 | 0 | 8 | -17 | -1 | 2 | -9
O=C(O)c1nonc1-c1nonc1C(=O)O | -7 | -0.3 | -0.9 | 6 | 8 | 1 | 0 | -4 | -10
CCOC(=O)C1CN(C)CCC1=O (configuration not stated) | 7 | 0.3 | -0.4 | 0 | -6 | 14 | 0 | -6 | -5
O=P(Nc1cccnc1)(Oc1ccccc1)Oc1ccccc1 | -5 | 0.6 | -1.1 | -4 | -8 | -9 | 6 | -6 | -7
N#CC12CC(=O)N1Cc1cnnn1-c1ccccc12 (configuration not stated) | -8 | 0.9 | -1.4 | 0 | 0 | 2 | 7 | -3 | -12
CC(=O)Nc1ccc(C(=O)OCC(=O)Nc2ccc(Cl)cc2C(=O)c2ccccc2)cc1 | -18 | 0.3 | -0.5 | 4 | 5 | -3 | 0 | -4 | 23
Cc1ccc(N2CCN(CCc3ccccc3)CC2)cc1 | 11 | . | 0.1 | -2 | 6 | -2 | 7 | -3 | -1
CC(=O)N1CN2CN(C1)CN(C(C)=O)C2 | -11 | 0.2 | -0.9 | 1 | 0 | 1 | -5 | -4 | -11

Not all compounds are listed. The share of hits here may be higher or lower than overall.
